# Vif-APOBEC3F blk: Vif-A3F binding inhibition | HeLa A3F-eYFP + Vif (tagged APOBEC3F with the HIV-1 protein that degrades it), YFP fluorescence increase | Potency, µM (series often up to 46.1 µM), inactives show top-dose activity, negative = active | 390,000 tested, 0.2% active | AID 602313; further: potency means the concentration at half of the fitted maximal effect; % of control where 0% means no effect; nearly all actives have a fitted effect of over 65% in size
#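 HeLa cells stably expressing Vif plus C-terminally eYFP-tagged A3F were seeded, incubated overnight at 37 deg C, dosed with compound, incubated overnight again at 37 deg C. Yellow fluorescence (Ex 488/Em 500-530) reported blocked Vif-mediated A3F-eYFP degradation.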
# LDHA inh: blocks human lactate dehydrogenase A. 480,000 tested, 0.15% active. AID 1347041. purified LDHA, NADH/diaphorase-resazurin fluorescence; stronger effect = lower value. activity change, % (values are at about 110 or 230 µM). P00338; in the data active means activity change below about -30%; inconclusive means mostly about -25% to -30%;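 further: plate controls were DMSO wells for no effect and wells without enzyme for full effect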
#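 Resorufin fluorescence (ex540/em590), read at 0 and 20 min after diaphorase/resazurin addition, reports the NADH left after a 5 min room-temperature reaction of 2 nM human LDH5 with 0.06 mM NADH and 0.2 mM pyruvate.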
# RGS4 inhibitor: blocks human RGS4-accelerated GTP hydrolysis; Transcreener GDP fluorescence polarization, RGS4-accelerated GTP hydrolysis; Potency, µM (highest dose often 114 µM), inactives show at the top dose activity change, negative = inhibition, actives largely listed as inhibitors; 390,000 tested, 0.039% active; AID 504845; further: potency means the concentration at half of the fitted maximal effect; on the % scale 0 is the no-effect control and ±100 the full control effect; nearly all actives have a fitted effect of over 75% in size; some results filed as inactive show a strong effect at the top dose
# Target sequence (P49798 whole entry, looked up): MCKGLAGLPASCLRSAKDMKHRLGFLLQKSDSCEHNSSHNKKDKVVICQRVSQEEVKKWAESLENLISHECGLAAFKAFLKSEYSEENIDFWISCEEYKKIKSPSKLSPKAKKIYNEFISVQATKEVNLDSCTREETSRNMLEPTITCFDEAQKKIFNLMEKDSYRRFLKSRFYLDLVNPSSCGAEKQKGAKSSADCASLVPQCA
#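 MLSMR compounds (23 nl, pin-transferred) preincubated 10 min at room temperature with a 500nM (2x) first reagent, then RGS4 at 900nM (2x) plus Transcreener GDP mix added; fluorescence polarization (620/688 nm) read before and after 90 min at 30 °C.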
# GRP78 ERSR act: induces the endoplasmic reticulum stress response in human glioma cells. U87-MG GRP78 promoter luciferase reporter, 16 h. AID 602332. Potency, µM, for inactives: at the highest dose activation, actives largely listed as activators. 420,000 tested, 0.02% active; further: potency means the concentration at half of the fitted maximal effect; series mostly up to about 76 µM; % of control where 0% means no effect; nearly all actives have a fitted effect of over 35% in size
#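 Stably transfected U87-MG human glioma cells carrying a GRP78-based luminescent sensor were seeded at 1000 cells/well, pin-dosed with compounds and incubated 16 h. Luciferase reagent was then added, and end-point luminescence was read after 10 min at room temperature.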
# ALOX12 inh: inhibitors of human 12S-lipoxygenase ALOX12; Potency, µM (titrated, usually from 108 µM), for the others: at the top dose activity change, negative = inhibition, usual class: inhibitors; P18054; purified 12hLO, xylenol orange hydroperoxide absorbance; 580,000 tested, 1.1% active; further: potency means the concentration at half of the fitted maximal effect; on the % scale 0 is the no-effect control and ±100 the full control effect
#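 Purified human 12hLO (150 nM final) in 25 mM Hepes, 0.01% Triton X-100, pH 7.0 was preincubated 15 min at room temperature with compound. Then 40 uM arachidonic acid was added, 30 min. Hydroperoxide was read by Fe-XO absorbance ratio 573/405 nm.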
# Vif-A3G inh: Vif-A3G binding inhibition; Potency, µM (series often up to 46.1 µM), for inactives: at the top dose activity, negative = active, usual class: inhibitors; AID 602310; 410,000 tested, 0.076% active; HeLa A3G-eYFP + Vif (tagged APOBEC3G with the HIV-1 protein that degrades it), YFP fluorescence, overnight; Q9HC16;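 further: potency means the concentration at half of the fitted maximal effect; on the % scale 0 is the no-effect control and ±100 the full control effect; nearly all actives have a fitted effect of over 60% in size; hits raise eYFP signal because A3G escapes Vif-driven loss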
# Target sequence (Q9HC16 whole entry, looked up): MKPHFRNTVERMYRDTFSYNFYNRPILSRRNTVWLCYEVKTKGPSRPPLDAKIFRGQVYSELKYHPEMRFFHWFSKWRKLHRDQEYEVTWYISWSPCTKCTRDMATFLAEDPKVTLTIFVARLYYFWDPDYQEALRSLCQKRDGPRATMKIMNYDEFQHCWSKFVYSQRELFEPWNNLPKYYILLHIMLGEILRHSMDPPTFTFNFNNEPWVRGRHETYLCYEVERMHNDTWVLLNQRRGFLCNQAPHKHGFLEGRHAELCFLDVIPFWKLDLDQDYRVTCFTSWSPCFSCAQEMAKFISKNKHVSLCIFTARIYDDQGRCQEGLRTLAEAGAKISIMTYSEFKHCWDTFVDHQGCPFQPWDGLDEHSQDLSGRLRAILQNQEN
#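 HeLa cells stably expressing Vif and C-terminally eYFP-tagged A3G, seeded overnight at 37 deg C, then exposed to compound by pintool overnight at 37 deg C. Rise in yellow fluorescence (Ex 488/Em 500-530, Acumen) marks blocked Vif-driven A3G degradation.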
# D2 antagonist: antagonists of human D2 dopamine receptor; AID 485344; 340,000 tested, 2% active; HEK293 TREx D2 cells, calcium flux, dopamine EC80; inhibition, % at 10 µM; P14416; in the data active means inhibition above about 30%; further: 0% is about no effect
#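 Dopamine at EC80 is the agonist stimulus; test compounds precede it by 180 s. Calcium flux read kinetically in a force-coupled, inducible HEK293 T-REx D2 cell line.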
# ERG Ets-DNA blk: blocks human ERG Ets domain binding to DNA. P11308. fluorescence polarization, His-ERG Ets domain / labelled DNA. Potency, µM (series often up to 76.9 µM), for the others: at the highest dose FP activity, negative = inhibition, most hits filed as inhibitors. 370,000 tested, 0.028% active; active means well fitted inhibition curve with a large enough effect in the polarisation, with a control signal flat; inconclusive means small, poorly fitted or top-dose-only effect, or effect the other way, or a change in a side signal; inactive means no such curve, though single readings can be large or run the other way; the % refers to the polarisation;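 further: polarization taken with two DNA probes labelled with fluorescein and Texas red; potency means the concentration at half of the fitted maximal effect; % of control where 0% means no effect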
# Target sequence (P11308 whole entry, looked up, the tested form may be a part): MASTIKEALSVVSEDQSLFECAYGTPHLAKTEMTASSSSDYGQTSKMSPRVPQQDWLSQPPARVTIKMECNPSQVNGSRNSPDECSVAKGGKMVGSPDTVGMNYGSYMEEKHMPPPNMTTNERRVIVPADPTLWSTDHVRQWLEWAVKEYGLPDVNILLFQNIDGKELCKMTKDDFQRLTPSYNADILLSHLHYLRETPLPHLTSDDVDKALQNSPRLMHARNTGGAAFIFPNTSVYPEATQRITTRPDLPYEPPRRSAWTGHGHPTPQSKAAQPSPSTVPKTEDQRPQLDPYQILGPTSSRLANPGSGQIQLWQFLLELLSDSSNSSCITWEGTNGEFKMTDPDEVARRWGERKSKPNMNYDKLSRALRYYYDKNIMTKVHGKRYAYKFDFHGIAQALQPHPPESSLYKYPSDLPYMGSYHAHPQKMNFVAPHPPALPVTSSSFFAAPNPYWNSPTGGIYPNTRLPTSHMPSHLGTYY
#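 His-tagged ERG Ets domain (1 uM in the protein solution; 300mM KCl, 50mM Tris-HCl, 1mM EDTA, 1mM DTT, pH 7.5) received compound, then a probe mix of 5 nM fluorescein-DNA and 100nM Texas-615-DNA. Fluorescence polarization was read for both dyes.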
# D2 agonist: agonists of human D2 dopamine receptor. P14416. AID 485358. activation, % at 2 µM. HEK293 T-REx D2 cells, calcium flux agonist mode. 340,000 tested, 0.53% active;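 active means activation over 3 SD above normal in the single-dose calcium agonist read, cut at about 30% in these data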; further: 0% is about no effect
#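 In this primary screen, compounds producing a positive calcium signal within 180 s of addition to tetracycline-induced, force-coupled HEK293 Trex D2 cells are flagged; cells are dye-loaded with a no-wash calcium kit beforehand.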
# * = called active by the depositor; ? = inconclusive; . = not tested or not shown; & = joins results of further samples; [ ] = dose if it differs, or a comment. Unless noted, the call rests on the fitted dose curve; in most records, active means well fitted curve in the direction sought with a large enough effect; inconclusive means small, poorly fitted or top-dose-only effect, or another doubt; inactive means no such curve, though single readings can be large; an effect the other way counts as inactive or inconclusive. This is a subset; rates above refer to the full screens.
SMILES,Vif-APOBEC3F blk,LDHA inh,RGS4 inhibitor,GRP78 ERSR act,ALOX12 inh,Vif-A3G inh,D2 antagonist,ERG Ets-DNA blk,D2 agonist
O=C(c1ccccc1)c1c[nH]c(C(=O)NCCCn2ccnc2)c1,-17%,-7,-4%,-5%,4%,0%,18,3%,1.0
CC(C)c1ccc(CN2CCC2(C)C(=O)Nc2cccc(Oc3ccccc3)c2)cc1 (centres undefined),.,-6,.,-4%,-1%,-6%,.,.,.
Cc1ccc(C(=O)Nc2ccc3c(c2)OCO3)cc1S(=O)(=O)N1CCCCC1,-3%,2,8%,8%,-7%,4%,-9,0%,0.0
CCc1cc(C(=O)NCc2ccccc2)no1,-2%,-3,-47%,3%,1%,-1%,.,0%,0.0
O=C(NN=Cc1cccc(O)c1O)c1ccccc1,.,5,.,-6%,?,-12%,.,.,.
CCc1ccc(NC(=O)Cn2ccn(Cc3ccccc3OC)c(=O)c2=O)cc1,1%,-9,8%,-1%,?,0%,.,-8%,0.5
O=C(/C=C/c1ccc(F)cc1)NC(=S)N1CCCCC1c1cccnc1 (centres undefined),?,-5,?,-4%,?,1%,-5,3%[15.4 µM],1.2
CCOc1ccc(OCc2ccc(C(=O)N(C)c3ccccc3)o2)cc1,1%,-2,-2%,0%,12%,0%,0,-7%,-0.5
CCCCCCN1C[C@@H](n2cc(C3CC3)nn2)[C@H](O)C[C@@H]1c1ccc(Cl)cc1,0%,1,.,-4%,?,-8%,.,.,.
CC1Sc2ccc(S(=O)(=O)CCC(=O)NCc3ccccc3)cc2NC1=O (centres undefined),6%,-7,4%[56.9 µM],1%,0%,-1%,.,-1%,.
CC1CCN(C(=O)Cn2c3ccccc3c3nc4n(c(=O)c32)CCCS4)CC1,1%,-1,-9%,-2%,3%,6%,1,-4%,0.0
CC(=O)c1ccc(N2CCN(C(=O)Nc3ccc(C)cc3)CC2)cc1,-10%,-1&-9,-30%&-1%,-3%,5%&0%,-3%,6,-10%&-3%,-0.5&-1.2
CCOc1ccc2nc(N3CCC(C(=O)NCCCN4CCOCC4)CC3)sc2c1,-1%,-8,-4%,2%,21%,2%,-8,-4%,-0.5
CCOC(=O)N1CCN(C(=O)CCl)CC1,1%,-7,-14%,-9%,-1%,-7%,-21,8%,0.1
O=C(CC(=O)Nc1ccccn1)Nc1ccccn1,-1%,-4,3%,2%,-1%,-5%,6,-7%,0.3
COc1ccc(NC(=O)C2CCN(c3nc(C)nc4c3CCC4)CC2)cc1,-3%,-3,2%,-4%,49%,5%,9,17%,-0.4
COC(=O)c1ccc(CN2CCN(Cc3ccc(C(=O)OC)o3)CC2)o1,0%,-6,4%,-1%,-6%,-2%,3,-5%,0.9
C[N+]1=C2CCCCCN2C(O)(c2ccccc2)C1 (centres undefined),0%,-23,-22%,-3%,?,-2%,-21,.,-0.3
O=C1c2ccccc2C(=O)N1CC(O)CNc1ccc(Br)cc1 (centres undefined),0%,-9,20%,-3%,-11%,-5%,-16,-14%,0.0
C=CCN(CC=C)C(=S)NC(=O)c1ccc(OC)c(Br)c1,-10%,-3,-23%,-1%,.,-2%,.,.,.
O=S(=O)(c1cccc(-c2nc3ccccc3s2)c1)N1CCCC1,-24%,-3,-15%,7%,-10%,1%,8,-3%,-0.3
Cc1ccsc1/C=N/n1cnc2sc(C)c(C)c2c1=O,-3%,-3,28%,6%,-14%,5%,-1,-3%,-0.7
O=C(c1ccccc1-c1nc(-c2ccccc2)no1)N1CCOCC1,-10%,-2,-22%,-1%,0%,-100%,14,-7%,0.0
O=C(Cc1coc2ccc3ccccc3c12)NC1CCCc2ccccc21 (centres undefined),-8%,-10,-4%,-3%,-11%,-13%,5,0%,-0.1
COC(=O)c1cccc(Nc2nc3ccccc3nc2C)c1,5%,0,0%,-5%,130%[activator],-7%,3,-2%,-0.2
# Later entries.
SMILES,Vif-APOBEC3F blk,LDHA inh,RGS4 inhibitor,GRP78 ERSR act,ALOX12 inh,Vif-A3G inh,D2 antagonist,ERG Ets-DNA blk,D2 agonist
COc1ccc(S(=O)(=O)NCCc2csc(-c3cccnc3)n2)cc1,1%,0,-11%,-1%,28%,-1%,-30,2%,-0.4
O=C1NCCN1C(=O)c1ccccc1F,10%,-7,-27%,-6%,-16%,-3%,-5,1%,0.4
Cc1cccc(NC(=O)C(C)SCc2ccccc2)c1 (centres undefined),-8%,0,2%,4%,-10%,3%,-4,-4%,0.9
COC(=O)Cn1c(CN2CCN(c3ccccc3F)CC2)nc2c1c(=O)n(C)c(=O)n2C,2%,-4,1%,-3%,26%,0%,.,-5%,.
O=S(=O)(c1ccc(N2CCOCC2)nc1)N1CCOCC1,0%,0,1%,-5%,4%,-2%,-4,-5%,-1.6
O=P(OC1CCCCC1)(OC1CCCCC1)C(Nc1ccccc1)c1cccnc1 (centres undefined),-8%,0,4%,-3%,-33%,-6%,-9,14%,0.4
CC1CC(C)CN(S(=O)(=O)c2ccc(C(=O)Nc3nnc(C4CC4)o3)cc2)C1 (centres undefined),-7%,0,-15%,-3%,0%,2%,5,-8%,-1.8
CCCCOC(=O)c1sc2nc(N3CCOCC3)c3c(c2c1N)CC(C)(C)OC3,-12%,-7,15%,2%,-13%,-6%,11,-19%,0.0
CC(c1ccccn1)N(Cc1ccco1)C(=S)Nc1cccc(F)c1 (centres undefined),-13%,-1,?,6%,27%,0%,4,17%,0.3
Cc1ccc(C2N(c3cccc(Cl)c3)C(=O)C3CCCN32)o1 (centres undefined),5%,-4,7%,-1%,19%[57.4 µM],0%,27,-21%,.
CCC(Sc1nc2ccccc2c2nc(CCn3c(C)nc4ccccc43)nn12)C(=O)Nc1ccc(F)cc1 (centres undefined),2%,-4,27%,-4%,-5%,-3%,.,-5%,0.5
COC(=O)c1ccc(C(c2c(N)n(Cc3ccccc3)c(=O)n(C)c2=O)N2CCOCC2)cc1 (centres undefined),-7%,-1,-21%,-2%,15%,-3%,8,10%,0.4
COc1cc(/C=C2\S/C(=N/S(=O)(=O)c3ccc(C)cc3)NC2=O)c([N+](=O)[O-])cc1OC,-5%,0,-15%,1%,?,-2%,2,4%,-0.9
CC1=C(C(=O)Nc2ccc(Cl)cc2)C(c2cccs2)n2nc(SCc3cccc(C)c3)nc2N1 (centres undefined),-11%,6,1%,-3%,-26%,2%,.,2%,1.2
Cn1c(-c2ccccc2)cc(=NNS(C)(=O)=O)c2cc(S(=O)(=O)O)ccc21,-2%,-2,.,-7%,-18%,-1%,.,.,.
CCOC(=O)CN1C(=O)COc2ccc(Cl)cc21,-12%,-12,0%,-5%,-10%,-3%,-9,3%,-1.1
CCN(CC)c1ccc(C=Nc2ccc(C#N)cc2)c(O)c1,3%,17,22%,-2%,2%,-6%,.,-7%,.
COc1ccc(Cl)cc1Nc1cc(C)nc2nc(-c3ccccc3C)nn12,6%,0,-24%,-1%,-23%,0%,.,6%,-0.8
COC(=O)c1ccc(C2/C(=C(\O)c3ccc4c(c3)OCCO4)C(=O)C(=O)N2c2nnc(C)s2)cc1 (centres undefined),5%,-1,0%[56.9 µM],8%,?,1%,3,-9%,4.5
COc1ccc(Nc2ccc(N3C(=O)CCCC3=O)cc2[N+](=O)[O-])cc1OC,9%,8,-12%,-1%,?,-1%,-4,4%,0.0
O=C(CNc1cccc(F)c1)Nc1cccc(S(=O)(=O)N2CCCCC2)c1,6%,-3,-4%,-3%,-29%,0%,-6,3%,-1.0
O=C(O)COCC(=O)NCc1csc2ccc(Cl)cc12,-22%,-14,14%,-2%,5%,-1%,9,-4%,-0.5
Cc1ccc(-c2nc(SCC(=O)c3c(N)n(C)c(=O)n(C)c3=O)n[nH]2)cc1,-2%,-1,2%,-1%,2%,1%,10,-8%,0.7
CCN(CC)S(=O)(=O)N1CCC(C(=O)NCC2COc3ccccc3O2)CC1 (centres undefined),0%,-1,-1%,-4%,.,-9%,-17,-5%,0.2
O=C(Nc1cccc(Br)c1)C1CC(=O)N(C2CCCC2)C1 (centres undefined),-25%,-9,-15%,-3%,15%,?,.,6%,.
CCc1nnc(NC(=O)c2nc(S(=O)(=O)Cc3cccc(C)c3)ncc2Cl)s1,1%&2%,3&3,?,-19%&-11%,2%&1%,?,-21,11%&-1%,-0.5&-0.8
Cc1ccc(NS(=O)(=O)c2ccc(N3CCN(c4ccc(O)cc4)CC3)c([N+](=O)[O-])c2)c(C)c1,17%,13,-16%,-3%,?,-4%,-7,0%,1.7
COc1ccccc1C(=O)CN1C(=O)NC2(CCc3ccccc32)C1=O (centres undefined),0%,-2,-34%,-5%,-2%,0%,-7,6%,0.2
COc1ccc2c(CCNC(=O)CN3C(=O)c4ccccc4C3=O)c[nH]c2c1,-6%,-1,-17%,-4%,1%,0%,-7,12%,0.0

# An excerpt of these results, with two lines to a compound.
# Order of results – Vif-APOBEC3F blk	LDHA inh	RGS4 inhibitor	GRP78 ERSR act	ALOX12 inh	Vif-A3G inh	D2 antagonist	ERG Ets-DNA blk	D2 agonist
Cn1c(-c2ccccc2)cc(=NNS(C)(=O)=O)c2cc(S(=O)(=O)O)ccc21
 : -2%	-2	.	-7%	-18%	-1%	.	.	.
CCOC(=O)CN1C(=O)COc2ccc(Cl)cc21
 : -12%	-12	0%	-5%	-10%	-3%	-9	3%	-1.1
CCN(CC)c1ccc(C=Nc2ccc(C#N)cc2)c(O)c1
 : 3%	17	22%	-2%	2%	-6%	.	-7%	.

# Compound activity deposited in PubChem by National Center for Advancing Translational Sciences (NCATS).
